RBX1-CUL1 inh – inhibitors of human ROC1-CUL1 ubiquitin ligase activity. in vitro K48 di-Ub FRET, acceptor:donor ratio, 45 min. inhibition, % at 10 µM. hit rate 0.6% among 140,000. AID 1347404, 2020. E3 ubiquitin-protein ligase RBX1 (Homo sapiens) + Cullin-1 (Homo sapiens), P62877+Q13616; in the data active means inhibition above about 25%
Target sequence (P62877 whole entry, looked up): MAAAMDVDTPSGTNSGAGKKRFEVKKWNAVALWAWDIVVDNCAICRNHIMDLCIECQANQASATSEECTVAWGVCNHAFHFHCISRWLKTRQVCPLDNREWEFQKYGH
Target sequence (Q13616 whole entry, looked up): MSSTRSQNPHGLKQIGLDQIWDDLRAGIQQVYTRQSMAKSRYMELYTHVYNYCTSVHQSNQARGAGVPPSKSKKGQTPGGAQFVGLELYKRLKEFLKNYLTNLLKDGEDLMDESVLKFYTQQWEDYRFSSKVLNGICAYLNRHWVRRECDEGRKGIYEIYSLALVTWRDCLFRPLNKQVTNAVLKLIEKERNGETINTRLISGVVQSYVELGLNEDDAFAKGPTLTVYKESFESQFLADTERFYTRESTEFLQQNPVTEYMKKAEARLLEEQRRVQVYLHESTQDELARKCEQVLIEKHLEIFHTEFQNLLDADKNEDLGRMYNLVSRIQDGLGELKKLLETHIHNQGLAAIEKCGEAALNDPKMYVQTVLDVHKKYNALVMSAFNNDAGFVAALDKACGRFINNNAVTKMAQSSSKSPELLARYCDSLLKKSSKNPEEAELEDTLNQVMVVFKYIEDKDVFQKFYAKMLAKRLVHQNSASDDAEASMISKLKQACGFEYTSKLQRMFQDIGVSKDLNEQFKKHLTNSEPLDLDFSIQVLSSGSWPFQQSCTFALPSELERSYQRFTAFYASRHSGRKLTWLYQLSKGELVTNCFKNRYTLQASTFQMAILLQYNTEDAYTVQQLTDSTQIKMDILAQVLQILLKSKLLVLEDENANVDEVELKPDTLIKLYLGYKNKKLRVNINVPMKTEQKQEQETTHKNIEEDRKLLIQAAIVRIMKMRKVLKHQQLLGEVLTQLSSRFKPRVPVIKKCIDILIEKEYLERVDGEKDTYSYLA
Starred values were filed as active, the others as inactive.

RBX1-CUL1 inh,canonical_smiles
7,CC1CN=C(N(C(=O)Nc2cccc(Cl)c2)c2ccc(OC(F)(F)F)cc2)S1 (stereo not given)
1,CC1CCN(S(=O)(=O)c2csc(C(=O)O)c2)CC1
-4,Cc1ccc2oc(-c3ccc(C)c(NC(=O)c4ccc(N5CCC(C)CC5)c([N+](=O)[O-])c4)c3)nc2c1
5,CCS(=O)(=O)c1ccc(O)c(Nc2cc(C)nc(SC)n2)c1
3,O=C(c1ccco1)N1CCN(c2nncc(-c3ccc4ccccc4c3)n2)CC1
1,Fc1cccc(CN2CCOc3ccc(CN4CCC(Oc5cccnc5)CC4)cc3C2)c1F
5,Fc1ccc(-n2nnnc2SCc2cccc(Br)c2)cc1Cl
0,CCOc1ccc(N2C(=S)NC(C)(C)C=C2C)cc1
3,Cc1nnc(SCC(=O)Nc2c(Cl)cccc2Cl)[nH]c1=O
-2,Cn1cc(S(=O)(=O)N2CCCC2)cc1C(=O)Nc1ccc(C(F)(F)F)cc1
10,CCc1cccc(C)c1NC(=O)CSc1nnc(-c2ccc(Cl)c(Cl)c2)n1C
-4,CC(=O)Nc1nc2c3cccc4cccc(c(=O)n2n1)c43
5,Cc1ccc(-c2nc(-c3cccnc3)no2)cc1Cl
6,CCCOc1ccccc1N=c1ssc2c1-c1ccc(C)cc1NC2(C)C
2,O=C(COc1nsnc1N1CCOCC1)N/N=C/c1ccc(OCc2ccccc2)cc1
-2,CCN(C(=O)CCc1nc(-c2ccc(C)cc2)no1)c1cccc(Cl)c1
-7,CCc1noc(C)c1C(=O)Nc1ccccc1C(C)C
0,O=C(Cc1ccc(Br)cc1)N1CCc2ccccc21
-3,O=C(Nc1cc2nn(-c3ccccc3)nc2cc1Cl)c1cccc(Cl)c1
3,CCOC(=O)C1CCCN(C(=O)Cn2ncc3c4ccccc4n(C)c3c2=O)C1 (stereo not given)
2,Cc1cccc(-c2cccc(NC(=O)C3CCCN3C(=O)c3cn[nH]c3)c2)c1 (stereo not given)
1,Cc1cc(C)cc(NC2(c3ccccc3)C(=O)c3ccccc3C2=O)c1
-6,c1ccc(CCNc2ccncn2)nc1
-4,COc1ccc(OC)c(C(=O)c2coc3ccc(O)c(CN(C)C)c23)c1

Some values from the entries so far.
c1ccc(CCNc2ccncn2)nc1 in RBX1-CUL1 inh: -6
Cc1cccc(-c2cccc(NC(=O)C3CCCN3C(=O)c3cn[nH]c3)c2)c1 (stereo not given) in RBX1-CUL1 inh: 2
O=C(Nc1cc2nn(-c3ccccc3)nc2cc1Cl)c1cccc(Cl)c1 in RBX1-CUL1 inh: -3
CCOC(=O)C1CCCN(C(=O)Cn2ncc3c4ccccc4n(C)c3c2=O)C1 (stereo not given) in RBX1-CUL1 inh: 3
COc1ccc(OC)c(C(=O)c2coc3ccc(O)c(CN(C)C)c23)c1 in RBX1-CUL1 inh: -4
CCc1noc(C)c1C(=O)Nc1ccccc1C(C)C in RBX1-CUL1 inh: -7

Other structures
RBX1-CUL1 inh,canonical_smiles
-11,CC(C)(C)NC(=O)OCCN1C(=O)c2cccc([N+](=O)[O-])c2C1=O
2,C=CCn1c(=O)c2c(nc3n(-c4cccc(C)c4)c(C)cn23)n(C)c1=O
-13,N#Cc1cn(CCCOc2ccccc2)c2ccccc12
-2,Cc1ccc2c(CNCCc3ccc(Cl)cc3)c(C(=O)O)n(Cc3ccc(F)cc3)c2c1
-4,c1ccc(COc2ccc3[nH]c4c(c3c2)CCCC4)cc1
-7,CCCN1CCCC1C(=O)Nc1ccccc1Oc1cccnc1 (stereo not given)
10,CCOC(=O)N1CCc2c(sc(NCc3cccs3)c2C(=O)Nc2ccc(OC)cc2OC)C1
4,CSCCN1CCN(C(=O)CN2CCCC2=O)CC1
-7,O=C(CN1C(=O)CCSc2ccc(S(=O)(=O)N3CCCC3)cc21)Nc1cccc(Cl)c1
8,CCN(CC)S(=O)(=O)c1ccc2c(c1)N(CC(=O)N1CCN(c3ccc(F)cc3)CC1)C(=O)CO2
1,COc1cccc(NC(=O)CCN2CCN(CCO)CC2)c1
-4,Cc1nc(Cl)c(C(=O)O)c(C)c1Cl
5,O=C(O)COc1ccccc1/C=C1\SC(=S)N(/N=C/c2ccccc2O)C1=O
-7,COc1cccc2sc(N(Cc3cccnc3)C(=O)c3ccc(S(=O)(=O)N(C)C)cc3)nc12
9,COc1cc(CN2CCC(C(N)=O)CC2)ccc1OCC(O)CN1CCSCC1 (stereo not given)
8,CC(C)N(CC1CCC(=O)N1)C(=O)c1ccc2nc(Cc3cccc(Cl)c3)oc2c1 (stereo not given)
-3,CCN(CC)CC(O)COc1cc(CN2CCC(OC)CC2)ccc1OC (stereo not given)
-2,CCOC(=O)c1cc(C(=O)c2ccc(F)cc2)n2ccc(C(C)=O)cc12
-1,COc1ccccc1N1CCN(C(=O)c2cn(C(C)C)cc(C(=O)NCc3ccccc3)c2=O)CC1
3,CCOCCNC(=O)C1(N2CCN(CC)CC2)Cc2ccccc2C1
8,CCCCOc1ccc(C(=O)Nc2ccc(C(=O)OCCC)cc2)cc1
2,COCCN(CC1CCN(Cc2ccccc2F)CC1)C(=O)c1ccccc1OC
3,Cc1ncc2c(c1CNC(=O)Cc1cccs1)CCN(C(=O)c1ccc(N3CCCC3=O)cc1)C2
6,C=CCN1C(=O)S/C(=C/c2ccc(Oc3ccc([N+](=O)[O-])cn3)cc2)C1=O
9,CCN(CC)C1CCN(C(=O)c2cc(NS(=O)(=O)CC)cc3nc(-c4ccccc4)n(C)c23)C1 (stereo not given)
-2,CCn1nnnc1NCc1ccc(OCc2c(F)cccc2Cl)c(OC)c1
4,Cc1nn(Cc2cccc(C(=O)N/N=C/c3cccc4cccnc34)c2)c(C)c1Cl
-6,O=C(O)c1cc2ncc(CCO)cn2n1
5,COc1cc(CN2CCCC(C(=O)c3cccc(Cl)c3)C2)cc(OC)c1O (stereo not given)
-2,O=C(Nc1ccc(-c2nc3cc(NC(=O)c4ccc(Cl)cc4)ccc3o2)cc1)c1ccc(Cl)cc1
0,Nc1ccc2c(c1[N+](=O)[O-])CCCC2
6,CCNc1nc(NCC)nc(OCCNC(=O)COc2ccc(Cl)cc2C)n1
7,Cc1cccn2cc(-c3ccc(NS(=O)(=O)c4cccc5ccccc45)cc3)nc12
2,Nc1ccc2c(c1)nc(C(F)(F)F)n2CCCO
13,COc1ccc(/C=C\C(=O)Nc2ccc(C(=O)N3CCOCC3)cc2)cc1Br
-5,CCOc1ccc(CNCC2CCNCC2)cc1OC
-10,Cc1csc(SCC(=O)N2CCCC2c2ccc(C(=O)N(C)C)s2)n1 (stereo not given)
2,COc1cc2c(cc1OC)CC(c1ccc(C)cc1)NC2 (stereo not given)
6,Cc1ccc(Cn2c(C(=O)O)c(CNC3CCCCCC3)c3ccc(C)cc32)cc1
4,O=C(NCCOc1ccccc1)c1ccccc1
11,Cc1ccc(CN2CCC(C(=O)NC3CC3)CC2)cc1
5,COc1ccccc1NC(=O)C1C(C)=Nc2nc(SCc3ccccc3)nn2C1c1cccc(O)c1 (stereo not given)
7,CN1C(=O)/C(=C/c2ccc(Cl)cc2)N(C)C1=S
9,CCOC(=O)N1CCN(C(=O)c2ccc(N3CCOCC3)cc2)CC1
-2,Cc1cccc(NC(=O)c2sc3nc(-c4ccccc4)cc(-c4ccc(Cl)cc4)c3c2N)c1
-3,COc1cc(CN(Cc2ccncc2)C(=O)c2ccc(-c3ccccc3)cc2)ccc1OC1Cc2ccccc2C1
3,O=C(c1cccc(Br)c1)c1cn(-c2ccccc2)nc1C(=O)c1ccccc1
12,CC1=Nc2nc(SCc3ccccc3Cl)nn2C(c2cccnc2)C1C(=O)Nc1cccnc1 (stereo not given)

Random excerpt: two compounds from above
RBX1-CUL1 inh,canonical_smiles
3,O=C(c1cccc(Br)c1)c1cn(-c2ccccc2)nc1C(=O)c1ccccc1
6,Cc1ccc(Cn2c(C(=O)O)c(CNC3CCCCCC3)c3ccc(C)cc32)cc1

Additional records follow.
RBX1-CUL1 inh,canonical_smiles
0,CCS(=O)(=O)N(C)c1ccc(C(=O)N2CCc3ccccc32)cc1
7,O=C(NCC1CCCO1)c1ccc2oc(Cc3ccc(Cl)cc3)nc2c1 (stereo not given)
7,COc1ccccc1-n1c(CN2CCN(c3ccc(C)cc3)C(C)C2)nc2ccccc2c1=O (stereo not given)
1,Cc1ccc(-c2cc(OC(F)F)n(C)n2)cc1
13,C=C1C2(C(=O)Nc3ncc(Cl)cc3Cl)CCC(C2)C1(C)C (stereo not given)
-5,Cc1nn(C)c2c1c(C(F)(F)F)cc(=O)n2CC(=O)N1CCC(C)CC1
-4,C=CCOc1ccc(/C=N/NC(=O)CN(c2cc(C(F)(F)F)ccc2Cl)S(=O)(=O)c2ccccc2)cc1OC
1,O=C(N1CCc2ccccc2C1)N1c2ccccc2Sc2ccccc21
-12,Cc1csc2nc3ccccc3n12
0,OCC1(CC2CCCCO2)CCN(Cc2cc3ccccc3o2)CC1 (stereo not given)
-7,CCCc1ccc(OCc2ccc(C(=O)Nc3ccc4c(c3)OCCO4)o2)cc1
4,Cc1ccc(C(=O)c2ccc3c(c2)CC(=O)c2ccccc2S3)cc1
-7,CSc1ncc2c(n1)-c1ccccc1N(Cc1ccc(F)cc1)S2(=O)=O
-8,O=C1CC(c2ccc(Cl)cc2)CC2=Nc3ccccc3N(C(=O)c3ccccc3)C(c3cccc([N+](=O)[O-])c3)C12 (stereo not given)
4,CCc1c(C(=O)N2CCN(c3ccc(F)cc3)CC2)csc1C
-14,Cc1ccc(-c2csc(=Nc3ccccc3)n2Cc2ccc3c(c2)OCO3)cc1C
-6,CC1=CC(=O)C(C(c2ccccc2)N2CCN(c3ccccc3F)CC2)C(=O)N1Cc1ccco1 (stereo not given)
7,CC1CN(Cc2cc(Cl)ccc2O)Cc2ccccc2O1 (stereo not given)
0,COc1ccc(OC)c(NC(=O)CCCc2ccccc2)c1
-1,CCCOC(=O)c1ccc(NC(=O)/C=C/c2cccs2)cc1
-5,Cc1cc(NC(=O)CSc2nc3c([nH]c4ccccc43)c(=O)n2-c2ccc(Cl)cc2)no1
-7,COC(=O)c1ccccc1NC(=O)Cn1c(=O)cc(-c2ccccc2)c2c(C)nn(C)c21
-2,CCOc1ccc(NC(=O)CC2C(=O)N(c3ccccc3)C(=O)N2C2CCCCC2)cc1 (stereo not given)
-2,CCOc1ccc(NC(=O)c2ccc(CNS(=O)(=O)c3cccc(OC)c3)cc2)cc1
0,O=C(C1CCCO1)N1CCN(C(=S)Nc2ccc(Oc3ccccc3)cc2)CC1 (stereo not given)
-1,Cc1ccc(N(CC(=O)NC2CCCCC2)S(=O)(=O)c2ccc(Cl)cc2)cc1C
4,Cc1c(C(=O)NCc2ccnn2C)c(-c2ccccc2)nn1-c1ccccc1
6,Cc1noc(C)c1C(=O)Nc1ccccc1C(C)(C)C
-2,C#CCN(C(=O)CCC1(Cc2ccc(SC)cc2)CCC(=O)N1)C1CCCCC1 (stereo not given)
-7,CN1CCN(C2=Cc3ccccc3Sc3cc(F)c(F)cc32)CC1
-1,Cn1c(=O)c2c(-c3ccccc3Br)n(CCc3ccccc3)cc2n(C)c1=O
1,Cn1c(=O)c2sccc2n2c(CCC(=O)NCc3ccccc3Cl)nnc12
-2,COc1cccc(OC)c1-c1cnnc(NCCn2cccn2)n1
1,CN(Cc1ccccn1)C(=O)CC1(c2cccc(C(F)(F)F)c2)CC(=O)N(C2CC2)C1=O (stereo not given)
-5,COc1ccc(Nc2ncnc(N)n2)c(OC)c1
13,O=C(c1nc2ccccn2c1CNCc1cccc(C(F)(F)F)c1)N1CCOCC1
-3,COc1ccc(C(=O)N2CCN(CCc3ccccn3)CC2)cc1
4,O=C(CN1C(=O)CCn2nc(-c3ccccc3)cc21)NCc1ccc(F)cc1
-6,COc1cc(NC(=O)c2c(C)oc3c2C2=NCCN2C=N3)cc(OC)c1OC
-6,Cc1nnc(-c2cccc(NC(=O)C3CCN(C(=O)Cn4cccn4)CC3)c2)s1
4,O=C(O)C1C2C=CC(C2)C1C(=O)n1ccnc1-c1ccccc1 (stereo not given)
12,O=S1(=O)N=CNc2ccncc21
-3,C=CCn1c(-c2ccco2)n[nH]c1=S
-3,CCN1C(C(=O)c2ccccc2)=C(OC(=O)c2ccccc2OC)c2ccccc2S1(=O)=O
-2,O=C(C1CCCCC1)N(Cc1cccnc1)c1nc2ccc(Cl)cc2s1
8,CCOC(=O)c1cnc2nc(C)nn2c1-c1ccc(OC)cc1
10,CCc1nn(CC(=O)NCCCOC)c(=O)c2cc3ccccc3n12
8,Cc1ccc(-n2c(SCC(=O)NNC(=O)Cc3ccccc3)nnc2-c2ccc(Cl)cc2)cc1
2,COc1ccc(CNC(=O)CCNS(=O)(=O)c2ccc3c(c2)oc(=O)n3C)cc1
-5,Cc1ccc(NC(=O)Cn2nnc(-c3nc(-c4ccc(Cl)cc4)no3)c2N)cc1C
0,COC(=O)C1=C(C)N=C2SCCC(=O)N2C1c1ccc(OCc2ccccc2)c(OC)c1 (stereo not given)
3,CC(=O)Nc1sc(Cl)cc1C(=O)c1ccccc1
2,O=C(CSCc1ccc2nsnc2c1)Nc1ccccc1
-7,CC(=O)Oc1ccc2oc(C)c(C(=O)NCc3ccccc3)c2c1
5,CC(C)C[n+]1c([O-])c(Cc2ccccc2)c(=O)n2nc(Cl)ccc21
-1,CN(C)S(=O)(=O)N1CCC(C(=O)NCc2ccc(Cl)cc2)CC1
-5,Cc1cc(CC2C(=O)c3ccccc3C2=O)on1
-3,O=C(O)c1ccc(S(=O)(=O)N(Cc2cccs2)CC2CCCO2)cc1 (stereo not given)
4,COc1ccc(OC)c(NC(=O)CN2CCCN(Cc3ccccc3Cl)S2(=O)=O)c1

Exported with bars between the fields: five of the compounds above.
SMILES | RBX1-CUL1 inh
COc1cc2c(cc1OC)CC(c1ccc(C)cc1)NC2 (stereo not given) | 2
Cc1ccc(Cn2c(C(=O)O)c(CNC3CCCCCC3)c3ccc(C)cc32)cc1 | 6
O=C(NCCOc1ccccc1)c1ccccc1 | 4
Cc1ccc(CN2CCC(C(=O)NC3CC3)CC2)cc1 | 11
COc1ccccc1NC(=O)C1C(C)=Nc2nc(SCc3ccccc3)nn2C1c1cccc(O)c1 (stereo not given) | 5

Three compounds already listed, sorted by length of the SMILES, highest first.
RBX1-CUL1 inh,canonical_smiles
5,CC(C)C[n+]1c([O-])c(Cc2ccccc2)c(=O)n2nc(Cl)ccc21
-3,O=C(O)c1ccc(S(=O)(=O)N(Cc2cccs2)CC2CCCO2)cc1 (stereo not given)
-7,CC(=O)Oc1ccc2oc(C)c(C(=O)NCc3ccccc3)c2c1

Compound activity from PubChem.

Some of the compounds tested, so the mix of outcomes need not match the whole.
